Screening results (PubChem BioAssay)
TcdB GH inh – TcdB glycohydrolase inhibitors, primary screen, biochemical, single point, plate reader | inhibition, % at 9.99 µM | AID 652162, 2013 | 0.24% of 350,000 active | TcdB glycohydrolase enzymatic assay; in the data active = inhibition above about 10%
Numbers without * were called inactive.

SMILES	TcdB GH inh
COCC#Cc1cnc2c(c1)C(=O)N([C@@H](C)CO)C[C@@H](C)[C@H](CN(C)C(=O)NC1CCCC1)O2	0.6
O=C(Nc1ccc(F)cc1)N1C[C@H]2[C@@H](c3ccccc31)[C@@H](CO)N2Cc1ccccc1	0.1
COc1ccc(S(=O)(=O)Nc2cccc3c2O[C@H](CN(C)S(=O)(=O)c2ccc(OC)cc2)[C@@H](C)CN([C@@H](C)CO)C3=O)cc1	-0.8
N#C[C@@H]1[C@H](c2ccc(-c3cccnc3)cc2)[C@H](CO)N1C(=O)Nc1ccc(F)cc1	-3.1
C[C@@H]1CCCCO[C@@H](CN(C)C(=O)NC2CCCCC2)[C@H](C)CN([C@@H](C)CO)C(=O)c2cc(NS(=O)(=O)c3ccc(Cl)cc3)ccc2O1	0.0
CO[C@H]1CN(C)C(=O)c2ccc(NS(C)(=O)=O)cc2OC[C@H](C)N(Cc2nccs2)C[C@H]1C	-1.0
CN1C(=O)c2cc(NC(=O)Cc3ccccc3)ccc2OC[C@H]2O[C@H](CC(=O)NCC3CC3)CC[C@@H]21	-1.3
CO[C@H]1CN(C)C(=O)c2ccc(NS(C)(=O)=O)cc2OC[C@@H](C)N(Cc2ccccc2)C[C@H]1C	0.0
COCC#Cc1cnc2c(c1)C(=O)N([C@H](C)CO)C[C@@H](C)[C@@H](CN(C)C(=O)C1CCCCC1)O2	-0.2
C[C@H](NC(=O)C[C@H]1C[C@H]2c3cc(NC(=O)CC4CC4)ccc3O[C@H]2[C@H](CO)O1)c1ccccc1	-1.7
C/C=C/c1ccc2c(c1)O[C@@H](CN(C)C(=O)Nc1ccc(C(F)(F)F)cc1)[C@H](C)CN([C@@H](C)CO)S2(=O)=O	1.1
COc1ccc2c3c(n(C)c2c1)[C@H](CO)N(Cc1cccc(F)c1)CC31CCN(C(=O)Cc2ccccc2)CC1	-1.2
COCC(=O)N1[C@@H]2CN(C(=O)Nc3cc(F)ccc3F)c3ccccc3[C@@H]2[C@@H]1CO	-0.7
C[C@@H]1CN([C@H](C)CO)C(=O)Cc2cc(NS(=O)(=O)c3cccs3)ccc2O[C@@H]1CN(C)C(=O)Nc1ccccc1	0.3
C[C@@H]1CN([C@H](C)CO)C(=O)c2cc(-c3ccc(C(=O)N(C)C)cc3)cnc2O[C@H]1CN(C)C(=O)C1CC1	1.0
C[C@H](CO)N1C[C@H](C)[C@@H](CN(C)S(C)(=O)=O)Oc2ccc(NC(=O)Cc3cn(C)c4ccccc34)cc2C1=O	-0.6
CC(C)CC#Cc1ccc2c(c1)O[C@@H](CN(C)C(=O)Nc1ccccc1)[C@@H](C)CN([C@@H](C)CO)S2(=O)=O	-0.7
C[C@H]1CN([C@@H](C)CO)S(=O)(=O)c2ccc(C#CCC3CCCC3)cc2O[C@H]1CN(C)C(=O)CC1CC1	-0.3
C[C@@H]1CN([C@@H](C)CO)C(=O)c2cc(NS(=O)(=O)c3ccc(Cl)cc3)ccc2O[C@H]1CN(C)S(=O)(=O)c1cn(C)cn1	-0.3
CN1c2ccc(-c3ccc(F)cc3)cc2[C@H]2[C@H](CCN2S(=O)(=O)c2cccc(F)c2)[C@H]1CO	0.1
Cc1noc(C)c1S(=O)(=O)N(C)C[C@@H]1OCc2cn(nn2)CCCC(=O)N([C@@H](C)CO)C[C@@H]1C	1.5
Cc1ccc(S(=O)(=O)N(C)C[C@H]2Oc3ccc(NC(=O)Nc4ccccc4)cc3C(=O)N([C@H](C)CO)C[C@@H]2C)cc1	0.5
C[C@@H]1CN([C@@H](C)CO)C(=O)c2cc(NC(=O)C3CC3)ccc2O[C@@H]1CN(C)Cc1ccccc1	1.4
CC(C)CC#Cc1ccc2c(c1)O[C@@H](CN(C)C(=O)c1cnccn1)[C@H](C)CN([C@@H](C)CO)S2(=O)=O	-1.0
O=C(C[C@@H]1CC[C@H]2[C@@H](COC[C@@H](O)CN2CC2CC2)O1)NCc1ccc(Cl)cc1	-1.7
N#C[C@H]1[C@H](c2ccccc2)[C@H](CO)N1C(=O)CCN1CCCCC1	0.3
C[C@@H]1CCCCO[C@H](CN(C)S(=O)(=O)c2cccs2)[C@H](C)CN([C@H](C)CO)C(=O)c2cc(NS(=O)(=O)c3ccccc3)ccc2O1	-3.5
O=C(NCC[C@H]1CC[C@@H](NS(=O)(=O)c2cccc(Cl)c2)[C@H](CO)O1)c1cnccn1	-0.7
CC=Cc1ccc2n(c1=O)C[C@H]1[C@H](CO)[C@@H](C(=O)N[C@H](C)c3ccccc3)N(C(=O)c3cnccn3)[C@@H]21 (mixture of isomers)	-1.2
CCNC(=O)C[C@@H]1CC[C@@H]2[C@H](COC[C@H](O)CN2C(=O)Nc2ccc(C(F)(F)F)cc2)O1	0.4
COCC(=O)Nc1ccc2c(c1)C(=O)N(C)C[C@H](OC)[C@@H](C)CN(C(=O)c1ccccc1F)[C@@H](C)CO2	-0.8
COCC(=O)Nc1ccc2c(c1)[C@@H]1C[C@H](CC(=O)NCCc3ccccc3)O[C@H](CO)[C@@H]1O2	0.1
C[C@@H]1CCCCO[C@@H](CN(C)Cc2ccc(C(F)(F)F)cc2)[C@H](C)CN([C@H](C)CO)C(=O)c2cc(NS(=O)(=O)c3ccc(Cl)cc3)ccc2O1	0.3
O=C(C[C@H]1C=C[C@H](NC(=O)Nc2ccc3c(c2)OCO3)[C@H](CO)O1)NCc1ccc(Cl)cc1	-0.8
CCCNC(=O)Nc1ccc2c(c1)OC[C@H](C)N(S(C)(=O)=O)C[C@@H](C)[C@H](OC)CN(C)C2=O	0.7
C[C@@H]1CCCCO[C@@H](CN(C)S(C)(=O)=O)[C@H](C)CN([C@@H](C)CO)C(=O)c2cc(NC(=O)Cc3ccccc3)ccc2O1	0.5
O=C(C[C@H]1CC[C@@H]2[C@H](COC[C@H](O)CN2CCC(F)(F)F)O1)NCC1CC1	-1.3
COC(=O)C[C@H]1CC[C@H]2[C@@H](COc3ccc(NC(=O)Nc4cccc(C#N)c4)cc3C(=O)N2C)O1	0.3
O=C([C@H]1[C@H](CO)[C@H]2Cn3c(cccc3=O)[C@@H]1N2)N1CCc2ccccc2C1	0.3
O=C(C[C@@H]1CC[C@@H]2[C@H](COC[C@@H](O)CN2S(=O)(=O)c2ccccc2)O1)N1CCOCC1	1.2
C[C@@H]1CCCCO[C@H](CN(C)C(=O)Cc2ccccc2)[C@@H](C)CN([C@@H](C)CO)C(=O)c2cc(N(C)C)ccc2O1	-11
CC(C)C#Cc1ccc2c(c1)O[C@H](CN(C)C(=O)c1cccnc1)[C@@H](C)CN([C@H](C)CO)S2(=O)=O	0.6
COc1ccc(S(=O)(=O)N(C)C[C@@H]2Oc3ccc(NC(=O)Cn4cnnn4)cc3C(=O)N([C@@H](C)CO)C[C@@H]2C)cc1	0.7
Cc1noc(C)c1S(=O)(=O)N(C)C[C@H]1OCCCC[C@H](C)Oc2ccc(NS(=O)(=O)c3cn(C)cn3)cc2C(=O)N([C@@H](C)CO)C[C@@H]1C	0.5
CC=Cc1ccc2n(c1=O)C[C@@H]1[C@@H](CO)[C@H](C(=O)NCCC)N(C(=O)CC)[C@H]21 (mixture of isomers)	0.5
COc1cccc(C(=O)Nc2ccc3c(c2)C(=O)N(C)[C@H]2CC[C@H](CC(=O)N[C@@H](C)c4ccccc4)O[C@H]2CO3)c1	2.0
C[C@@H]1CN([C@@H](C)CO)C(=O)Cc2cc(NC(=O)CCC(F)(F)F)ccc2O[C@@H]1CN(C)Cc1ccc(C(=O)O)cc1	0.5
COc1cccc(C#Cc2cnc3c(c2)C(=O)N([C@H](C)CO)C[C@H](C)[C@@H](CN(C)C(=O)C2CCC2)O3)c1	-1.2
O=C(C[C@@H]1C=C[C@@H](NC(=O)c2ccccc2)[C@@H](CO)O1)Nc1ccc(-c2ccccc2)cc1	-1.1
CCCNC(=O)[C@H]1N[C@H]2c3ccc(C4=CCCCC4)c(=O)n3C[C@H]2[C@@H]1CO	-0.4
COc1cccc(CN(C)C[C@H]2OCc3ccccc3-c3c(n(C)c4ccccc34)C(=O)N([C@H](C)CO)C[C@@H]2C)c1	-2.3
Cc1noc(C)c1NC(=O)Nc1ccc2c(c1)CC(=O)N([C@@H](C)CO)C[C@@H](C)[C@@H](CN(C)CC1CCCCC1)O2	0.3
C[C@H](NC(=O)C[C@@H]1CC[C@H]2[C@@H](COC[C@@H](O)CN2C(=O)Nc2cc(Cl)cc(Cl)c2)O1)c1ccccc1	-1.7
C[C@@H]1CN([C@H](C)CO)C(=O)c2cc(NC(=O)Nc3ccc(F)cc3)ccc2O[C@@H](C)CCCCO[C@H]1CN(C)Cc1ccc(C(F)(F)F)cc1	1.1
CC(C)NC(=O)N(C)C[C@H]1Oc2c(NC(=O)c3cnccn3)cccc2C(=O)N([C@H](C)CO)C[C@H]1C	0.1
O=C(Nc1ccc2c(c1)OCO2)N[C@@H]1CC[C@@H](CCNC(=O)C2CCCCC2)O[C@@H]1CO	0.8
COCC(=O)Nc1ccc2c(c1)[C@@H]1C[C@H](CC(=O)N3CCOCC3)O[C@@H](CO)[C@@H]1O2	-0.6
O=C(C1CCC1)N1CCCCN2[C@H](C1)[C@H](c1ccc(-c3cccc(F)c3)cc1)[C@@H]2CO	0.8
O=C(C[C@H]1CC[C@H](NC(=O)CN2CCOCC2)[C@@H](CO)O1)NC1CCC1	-0.5
C[C@@H]1CN([C@@H](C)CO)C(=O)c2cc(-c3ccccc3)cnc2O[C@@H]1CN(C)C(=O)Cc1ccccn1	0.5

Nothing new here: 10 of the compounds above.
SMILES	TcdB GH inh
COc1cccc(CN(C)C[C@H]2OCc3ccccc3-c3c(n(C)c4ccccc34)C(=O)N([C@H](C)CO)C[C@@H]2C)c1	-2.3
Cc1noc(C)c1NC(=O)Nc1ccc2c(c1)CC(=O)N([C@@H](C)CO)C[C@@H](C)[C@@H](CN(C)CC1CCCCC1)O2	0.3
C[C@H](NC(=O)C[C@@H]1CC[C@H]2[C@@H](COC[C@@H](O)CN2C(=O)Nc2cc(Cl)cc(Cl)c2)O1)c1ccccc1	-1.7
C[C@@H]1CN([C@H](C)CO)C(=O)c2cc(NC(=O)Nc3ccc(F)cc3)ccc2O[C@@H](C)CCCCO[C@H]1CN(C)Cc1ccc(C(F)(F)F)cc1	1.1
CC(C)NC(=O)N(C)C[C@H]1Oc2c(NC(=O)c3cnccn3)cccc2C(=O)N([C@H](C)CO)C[C@H]1C	0.1
O=C(Nc1ccc2c(c1)OCO2)N[C@@H]1CC[C@@H](CCNC(=O)C2CCCCC2)O[C@@H]1CO	0.8
COCC(=O)Nc1ccc2c(c1)[C@@H]1C[C@H](CC(=O)N3CCOCC3)O[C@@H](CO)[C@@H]1O2	-0.6
O=C(C1CCC1)N1CCCCN2[C@H](C1)[C@H](c1ccc(-c3cccc(F)c3)cc1)[C@@H]2CO	0.8
O=C(C[C@H]1CC[C@H](NC(=O)CN2CCOCC2)[C@@H](CO)O1)NC1CCC1	-0.5
C[C@@H]1CN([C@@H](C)CO)C(=O)c2cc(-c3ccccc3)cnc2O[C@@H]1CN(C)C(=O)Cc1ccccn1	0.5

Next entries follow:
SMILES	TcdB GH inh
C[C@H]1CN([C@@H](C)CO)C(=O)Cc2cc(NC(=O)Nc3ccc(C(F)(F)F)cc3)ccc2O[C@@H]1CN(C)C	-0.5
O=C(N[C@@H]1CC[C@@H](CCn2cc(C3(O)CCCC3)nn2)O[C@H]1CO)c1ccccc1F	-0.1
CC(C)NC(=O)N(C)C[C@@H]1Oc2ccc(NC(=O)Nc3ccc(F)cc3)cc2C(=O)N([C@@H](C)CO)C[C@@H]1C	0.1
O=C(C1CC1)N1CCCCN2[C@H](CO)[C@H](c3ccc(C#CC4CCCC4)cc3)[C@@H]2C1	-0.6
Cc1ccc(S(=O)(=O)N(C)C[C@@H]2Oc3ncc(-c4ccncc4)cc3C(=O)N([C@@H](C)CO)C[C@H]2C)cc1	-1.0
C[C@@H]1CN([C@H](C)CO)C(=O)c2cc(NS(=O)(=O)c3cccs3)ccc2O[C@H]1CN(C)Cc1ccc(Cl)c(Cl)c1	-0.7
C[C@H]1CN([C@@H](C)CO)C(=O)c2cc(NC(=O)C3CC3)ccc2O[C@@H]1CN(C)S(=O)(=O)c1cn(C)cn1	0.6
C[C@@H]1CN([C@@H](C)CO)C(=O)c2cc(NC(=O)c3ccncc3)ccc2O[C@@H](C)CCCCO[C@@H]1CN(C)C(=O)NC1CCCCC1	-0.5
C[C@H]1CN([C@@H](C)CO)C(=O)Cc2cc(NC(=O)CCN3CCOCC3)ccc2O[C@@H]1CN(C)S(=O)(=O)c1ccccc1	0.5
Cc1ccc(S(=O)(=O)N(C)C[C@@H]2Oc3ncc(-c4ccncc4)cc3C(=O)N([C@H](C)CO)C[C@@H]2C)cc1	0.6
C[C@H](CO)N1C[C@H](C)[C@H](CN(C)C(=O)Cc2cccnc2)Oc2cc(-c3cncnc3)ccc2S1(=O)=O	-0.5
CC(C)CC#Cc1ccc2c(c1)O[C@@H](CN(C)Cc1ccncc1)[C@H](C)CN([C@H](C)CO)S2(=O)=O	0.5
C[C@H](O)C#Cc1cnc2c(c1)C(=O)N([C@H](C)CO)C[C@@H](C)[C@@H](CN(C)C(=O)CN(C)C)O2	2.0
O=C(C[C@@H]1CC[C@H](NC(=O)CCN2CCCCC2)[C@@H](CO)O1)NCc1ccc(Cl)c(Cl)c1	0.2
COc1ccc(CN(C)C[C@@H]2Oc3ccc(NC(=O)Nc4ccc5c(c4)OCO5)cc3CC(=O)N([C@H](C)CO)C[C@H]2C)cc1	-1.1
CCCN1C[C@@H](C)[C@@H](OC)CN(C)C(=O)c2ccc(NC(=O)Nc3cccc(F)c3)cc2OC[C@H]1C	-1.2
C[C@H]1CN([C@@H](C)CO)C(=O)c2cccc(NC(=O)Nc3ccccc3)c2O[C@@H]1CN(C)Cc1ccc2c(c1)OCO2	-4.9
O=C(O)C[C@H]1CC[C@H](NC(=O)CCN2CCCCC2)[C@@H](CO)O1	0.6
N#C[C@@H]1[C@H](c2ccccc2-c2ccc(F)cc2)[C@H](CO)N1C(=O)NC1CCCCC1	0.9
CCC(=O)NC[C@H]1[C@@H](c2ccccc2)[C@@H](CO)N1C(=O)C1CCC1	-1.5
COc1cccc(NC(=O)N[C@H]2CC[C@H](CC(=O)NCc3ccccn3)O[C@@H]2CO)c1	-1.2

This is a subset; rates above refer to the full screens.
